Autofluor 339: intrinsic fluorescence of library compounds, ex339/em460 – biochemical, MLSMR library, data from DPM-DC assay, artefact control, profiling panel. compound autofluorescence, ex339/em460 nm, NADH buffer; stronger effect = higher value; 1 = no-compound wells, NADH background. fluorescence fold increase at 10 µM. 65,000 compounds, 5.5% hits. AID 709;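 active = at 10 µM, mean starting fluorescence two-fold or more over control wells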;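 also: signal is the first read of a kinetic run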
NADH coupling: inhibition of NAD/NADH coupling enzymes, library profiling; IC50, µM (titrated, usually from 10 µM), for the others: top-dose inhibition; coupled PK/LDH NADH assays, four targets; 65,000 compounds, 0.02% hits; AID 774;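 active = single-dose screening hits from any of four coupled enzyme assays that gave an IC50 when retested across doses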;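 also: the DPM-DC format reads NADH fluorescence rather than 340 nm absorbance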
PKA kinase inh: blocks human protein kinase A activity; AID 524; PKA Kemptide phosphorylation, Kinase-Glo ATP luminescence; inhibition, % at 6 µM; 65,000 compounds, 0.1% hits;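 active = inhibition above the screen-wide mean inhibition plus 3 SD, cut at about 21% in these data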; also: many of its hits are not listed in these tables
JNK3 inh: JNK3 (human) kinase inhibition; inhibition, % at 8 µM; purified JNK3 kinase activity, HTS; 60,000 compounds, 0.61% hits; in the data active = inhibition above about 17%;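 also: 0% = DMSO and 100% = reference inhibitor; many of its hits are not listed in these tables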
A340 absorber: absorbance at 340 nm | compound absorbance at 340 nm, fold over control | fold change at 10 µM | 65,000 tested, under 10 active;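 active = at 10 µM dose, initial 340 nm absorbance at least 2 fold that of control wells; inactive = change under 2 fold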;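 also: initial absorbance extrapolated from kinetic A340 decline of NADH oxidation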
tolC growth inh: blocks growth of E. coli BW25113 tolC mutant. OD615. growth inhibition, % at 10 µM (by protocol). 65,000 compounds, 2.2% hits. AID 573;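 active = growth inhibition at or above a cutoff equal to the mean over every tested compound plus 3 SD, cut at about 60% in these data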;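 also: growth measured after 20 h incubation at 37 °C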
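Doses: one dose of 10 µM final / Material: E. coli BW25113 ΔtolC::kan, tolC deletion mutant strain / Buffer or medium: LB with kanamycin 50 µg/mL / Evaluation: percent growth inhibition / Detection: optical density read at 615 nm / Incubation: 37 °C, 20 h exposure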
MMP-13 inhibitor: inhibitors of human MMP13; P45452; MMP-13 fTHP FRET cleavage, Mca fluorescence; inhibition, % at 4 µM; 65,000 compounds, 0.07% hits;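 active = inhibition above the mean of compound-free control plate wells plus 3 SD, cut at about 14% in these data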;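 also: 0% = DMSO wells and 100% = wells with reference MMP-13 inhibitor after basal subtraction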
HEK293 NFkB inh: lowers PMA/ionomycin-induced NF-kB signal in HEK293 cells; HEK-293 NF-kB luciferase reporter, luminescence; 62,000 compounds, 0.21% hits; AID 465; inhibition, % at 3 µM;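 active = inhibition above the mean of all tested compounds plus 3 SD, cut at about 40% in these data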;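 also: 0% = stimulated DMSO wells and 100% = 10 µM reference inhibitor 5653914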
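Signal: luciferase luminescence; Material: HEK-293 cells with stable firefly luciferase reporter driven by four HIV NF-kB elements; Probe or stimulus: PMA with ionomycin; Replication: tested once; Times: 1 h compound pretreatment, then 16 h stimulation at 37 °C, 5% CO2; Benchmarks: DMSO and 10 µM reference inhibitor; Evaluation: per-plate % inhibition versus controls.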
ROCK2 blocker: ROCK2 (human) kinase inhibition | O75116 | purified ROCK2, Kinase-Glo ATP depletion luminescence | inhibition, % at 6 µM | 60,000 compounds, 0.35% hits | AID 604;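 active = inhibition above the screen-wide mean inhibition plus 3 SD, cut at about 18% in these data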;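 also: plate controls were DMSO wells for no effect and Y-27632 control wells after no-enzyme background subtraction for full effect; many of its hits are not listed in these tables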
Target sequence (O75116 whole entry, looked up): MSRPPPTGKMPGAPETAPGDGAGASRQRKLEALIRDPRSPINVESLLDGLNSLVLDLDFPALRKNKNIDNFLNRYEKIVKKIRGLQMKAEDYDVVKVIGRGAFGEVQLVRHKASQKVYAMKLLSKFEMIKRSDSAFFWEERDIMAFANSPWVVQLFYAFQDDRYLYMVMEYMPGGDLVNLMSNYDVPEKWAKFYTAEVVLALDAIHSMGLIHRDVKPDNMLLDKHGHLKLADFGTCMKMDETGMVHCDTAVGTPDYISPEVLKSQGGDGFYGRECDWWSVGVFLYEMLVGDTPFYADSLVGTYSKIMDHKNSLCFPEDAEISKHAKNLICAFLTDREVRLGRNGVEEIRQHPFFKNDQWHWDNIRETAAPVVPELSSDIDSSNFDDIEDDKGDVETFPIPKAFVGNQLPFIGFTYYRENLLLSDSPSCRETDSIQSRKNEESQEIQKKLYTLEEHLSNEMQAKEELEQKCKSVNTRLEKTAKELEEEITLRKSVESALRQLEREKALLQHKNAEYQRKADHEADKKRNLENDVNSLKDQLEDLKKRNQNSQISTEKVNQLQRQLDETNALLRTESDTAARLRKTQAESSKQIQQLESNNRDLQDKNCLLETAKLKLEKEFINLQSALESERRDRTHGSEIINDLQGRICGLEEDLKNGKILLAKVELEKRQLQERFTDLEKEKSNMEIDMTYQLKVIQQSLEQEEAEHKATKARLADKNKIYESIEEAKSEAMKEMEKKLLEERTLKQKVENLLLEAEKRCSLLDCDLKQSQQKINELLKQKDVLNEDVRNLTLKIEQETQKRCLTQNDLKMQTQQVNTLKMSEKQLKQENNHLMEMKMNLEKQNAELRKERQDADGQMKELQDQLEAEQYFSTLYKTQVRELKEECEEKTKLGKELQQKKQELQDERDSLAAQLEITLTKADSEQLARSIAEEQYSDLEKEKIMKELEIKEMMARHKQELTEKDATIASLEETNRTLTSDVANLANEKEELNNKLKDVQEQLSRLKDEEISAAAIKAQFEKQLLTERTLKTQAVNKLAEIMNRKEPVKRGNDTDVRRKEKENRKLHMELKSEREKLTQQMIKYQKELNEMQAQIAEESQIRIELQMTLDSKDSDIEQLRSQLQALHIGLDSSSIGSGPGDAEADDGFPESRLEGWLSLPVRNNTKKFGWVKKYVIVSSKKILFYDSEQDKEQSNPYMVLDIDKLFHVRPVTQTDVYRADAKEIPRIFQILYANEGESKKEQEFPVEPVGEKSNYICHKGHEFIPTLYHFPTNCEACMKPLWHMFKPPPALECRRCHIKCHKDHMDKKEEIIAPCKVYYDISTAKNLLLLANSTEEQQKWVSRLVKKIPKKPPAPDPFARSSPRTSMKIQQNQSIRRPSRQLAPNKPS
Starred values were filed as active, the others as inactive; . = not tested or not shown; [ ] = dose if it differs, or a comment. The list is partial; rates above refer to the full screens.

SMILES	Autofluor 339	NADH coupling	PKA kinase inh	JNK3 inh	A340 absorber	tolC growth inh	MMP-13 inhibitor	HEK293 NFkB inh	ROCK2 blocker
CCOc1cc(Br)c(C(=O)O)cc1OCC	1.1	9.0%	-2.4	-10.3	0.99	-16.4	-5.5	13.0	0.8
CCn1cc(S(=O)(=O)CC(=O)NC2CCCCC2)c2ccccc21	1.09	3.0%	-2.3	.	1.03	-1.3	3.3	9.5	.
CN(c1ccccc1C(=O)Nc1ccc2c(c1)OCCO2)S(C)(=O)=O	1.09	5.0%	-2.1	2.6	1.04	-8.6	5.3	22.7	0.6
O=C(C1CCCO1)N1CCN(C(c2ccccc2)c2ccccc2)CC1 (stereo unspecified)	1.03	1.0%	-8.4	-3.0	1	1.2	1.2	14.7	-0.9
COc1ccc(CCn2c(C)cc3c(c2=O)C(c2ccncc2)C(C#N)=C(N)O3)cc1OC (stereo unspecified)	1.1	3.0%	1.8	-4.6	1.05	-17.3	-2.4	22.4	-2.9
O=C(Nc1ccccc1N1CCN(C(=O)c2ccccc2)CC1)c1ccc2c(c1)OCO2	1.1	4.0%	4.7	1.1	1.08	22.9	2.0	11.9	3.8
N#Cc1nc(-c2cccs2)oc1NCc1ccc(Cl)cc1	3*	4.0%[fluoresces]	2.5	0.1	1.01	-4.0	-312.2[fluorescence artefact?]	11.5	-0.4
CCOC(=O)CSc1nnc(-c2ccc(S(=O)(=O)N3CCC(C)CC3)cc2)o1	1.02	4.0%	10.1	-4.8	1	-20.3	6.3	5.0	1.5
CCOC(=O)C1CCCN(C(=O)C2c3ccccc3Oc3ccccc32)C1 (stereo unspecified)	1.17	0.0%	10.3	3.2	1.07	18.5	6.1	-2.4	5.4
Cc1c(C)n(C(=O)CSc2ncn[nH]2)c2ccccc12	1.04	6.0%	2.7	1.5	0.99	-8.8	4.1	5.3	1.1
O=c1oc(-c2ccccc2)nc2c1cnn2-c1ccccc1	1.07	5.0%	8.6	3.8	1.06	-2.2	1.6	11.9	5.5
O=C(c1cc2ccccc2oc1=O)N1CCN(C(=O)C2CCCO2)CC1 (stereo unspecified)	1.1	9.0%	-2.8	-0.1	1.04	0.2	-5.2	6.4	0.6

Autofluor 339, what is marked active above
SMILES	Autofluor 339	NADH coupling	PKA kinase inh	JNK3 inh	A340 absorber	MMP-13 inhibitor	HEK293 NFkB inh	ROCK2 blocker
N#Cc1nc(-c2cccs2)oc1NCc1ccc(Cl)cc1	3*	4.0%[fluoresces]	2.5	0.1	1.01	-312.2[fluorescence artefact?]	11.5	-0.4

(next part)
SMILES	Autofluor 339	NADH coupling	PKA kinase inh	JNK3 inh	A340 absorber	tolC growth inh	MMP-13 inhibitor	HEK293 NFkB inh	ROCK2 blocker
CCOC(=O)N1CCN(Cc2cc(=O)oc3ccc4ccccc4c23)CC1	1.14	6.0%	3.6	-2.4	1	15.8	-5.8	6.8	8.3
CCC(C)NC(=O)COc1ccc(S(=O)(=O)N2CCOCC2)cc1 (stereo unspecified)	1.11	5.0%	13.6	5.3	0.99	-11.1	-1.7	8.5	3.7
O=C(NC1CCS(=O)(=O)C1)c1cccc(S(=O)(=O)N2CCOCC2)c1 (stereo unspecified)	1.11	4.0%	14.0	2.0	1.05	-4.4	5.2	13.8	5.5
C=CCC(=O)OCC(=O)Nc1ccc(Oc2ccccc2)cc1	1.11	5.0%	3.6	.	1.05	7.7	3.4	5.0	.
CCc1ccc(NC(=O)CSC2=C(C#N)C(c3ccc4c(c3)OCO4)CC(=O)N2)cc1 (stereo unspecified)	1.1	1.0%	0.5	-10.0	1.06	13.3	5.3	.	-0.5
CCOC(=O)Cn1c(CCC(=O)O)ccc1-c1ccc(F)cc1	1.32	6.0%	-4.0	-7.1	0.97	3.2	-7.5	7.4	0.4
CC(C)CCNC(=O)CN(CC1CCCO1)C(=O)CCC(=O)Nc1ccccn1 (stereo unspecified)	1.21	2.0%	-1.9	-0.4	0.98	-12.5	-22.1	9.3	0.1
O=C(O)c1ccc(Br)c(S(=O)(=O)N2CCCC2)c1	1.04	4.0%	6.2	-0.8	1.02	-5.3	-6.2	0.1	1.5
CCOC(=O)C1CCN(S(=O)(=O)c2c(C)n[nH]c2C)CC1	1.03	7.0%	0.2	-2.7	0.99	-5.0	-1.1	-5.7	0.1
Clc1ccc2nc(CSc3nnc(-c4c[nH]c5ccccc45)o3)cn2c1	1.18	5.0%	-4.2	-3.8	1.02	0.6	2.8	25.6	-8.1
CNC(=O)/C(=N\O)c1ccccc1	1.12	7.0%	-9.3	-14.2	1.01	-16.1	1.5	7.2	-4.9
Cc1cc(NC(=O)c2sccc2C)n(-c2cccc(Cl)c2)n1	1.06	5.0%	0.3	-8.0	0.98	21.6	-0.8	4.8	-1.6
Cn1c2c(c(=O)n(C)c1=O)C(NC(=O)c1ccco1)(C(F)(F)F)C(=O)N2 (stereo unspecified)	1.15	4.0%	1.0	0.8	1.08	-26.3	-0.8	9.5	9.1
Cc1cccc(OCc2nnc(SCc3nc4ccccc4c(=O)[nH]3)o2)c1	1.12	7.0%	9.5	2.2	1.05	-3.9	4.3	6.0	7.1
COc1ccc(C2=NOC(C(=O)NC(C)(C)C)C2)cc1 (stereo unspecified)	1.12	6.0%	5.4	10.5	0.98	-5.3	3.6	10.6	3.1
O=C(NCc1ccc(F)cc1Cl)C1CCN(S(=O)(=O)N2CCC3(CC2)OCCO3)CC1	1.1	3.0%	10.6	-5.6	1.03	-8.1	0.4	16.8	5.4
O=C(c1ccco1)N1CCN(C(c2ccccc2)c2nnnn2Cc2cccs2)CC1 (stereo unspecified)	1.06	5.0%	2.6	0.8	0.99	14.2	-4.2	10.6	4.1
CCCN1C(=O)SC(CC(=O)Nc2ccccc2)C1=O (stereo unspecified)	1.07	5.0%	9.6	2.5	0.99	-8.4	-2.9	7.5	1.0
CCOC(=O)c1c(C)n(C)c2ccc(OCC(O)Cn3nc(C)cc3C)cc12 (stereo unspecified)	1.06	3.0%	1.2	2.8	1.04	16.0	-3.6	11.5	-0.4
O=c1[nH]c(CN2CCN(Cc3ccc4c(c3)OCO4)CC2)nc2ccccc12	1.31	9.0%	3.0	1.5	1.02	-8.3	-1.8	14.3	4.2
Cc1cc(NC(=O)CSc2nccn2-c2ccc(Cl)cc2)no1	1.01	3.0%	-4.4	0.4	0.99	9.0	-1.6	5.9	1.8
CCC(=O)Nc1nonc1-c1nc2ccccc2n1CC(C)C	1.6	11.0%	0.0	-3.5	1	6.2	-26.7	2.2	1.0
CC(C)CSc1nc2c(c(=O)[nH]c(=O)n2C)n1CCc1ccccc1	1.12	2.0%	-4.1	4.4	1.01	5.1	-0.4	9.1	-3.6
Cc1ccc2nc(NC3=NCN(CCN4CCOCC4)CN3)nc(C)c2c1	1.29	5.0%	-1.6	4.8	1	-19.9	-2.0	24.1	0.9
c1ccc(-c2ccccc2-n2cnnn2)cc1	1.09	3.0%	6.8	-1.8	1.04	8.0	5.3	14.7	2.3
COC(=O)c1c(NC(=O)CN2CCCC(C)C2)c2c(C)cccc2n1C (stereo unspecified)	1.23	8.0%	4.7	1.8	1.05	5.8	-1.5	6.1	1.8
CCN(CC)S(=O)(=O)c1cccc(C(=O)NC2CCCCC2)c1	1.1	6.0%	4.4	-2.6	1.04	-4.4	-2.4	3.0	5.1
COC(=O)c1c(NC(=O)c2ccco2)sc2c1C(C(=O)OC)CC2 (stereo unspecified)	1.58	5.0%	4.5	-3.7	1.09	1.9	-7.5	8.2	5.8
CC1CCN(CCNC(=O)c2ccc3c(=O)n(CCc4ccccc4)c(=O)[nH]c3c2)CC1	1.56	7.0%	9.3	.	1.07	12.5	-0.7	10.9	.
OCCn1c(SC2CCCCC2)nc2ccccc21	1.11	2.0%	11.3	0.2	1.02	-7.0	6.0	8.8	8.2
C=CCSc1n[nH]c(-c2ccc(OCCC)cc2)n1	1.12	11.0%	5.9	2.4	1.03	33.2	3.9	-38.0	3.8
COc1cccc(OC)c1C(=O)Nc1nnc(C(C)C)s1	1.08	6.0%	4.6	-2.0	1.04	-1.3	-0.6	10.9	-1.3
Oc1ccc2c(c1)C1CCCC1(N1CCOCC1)O2 (stereo unspecified)	1.07	2.0%	-7.0	-0.9	1.04	3.8	0.0	.	0.8
Cc1occc1-c1nnc(SCC(=O)N2CCOCC2)n1CCc1ccccc1	1.04	8.0%	7.7	6.1	0.97	-1.3	4.4	5.0	-5.8
Cc1noc(C)c1COC(=O)CCCc1c[nH]c2ccccc12	1.06	9.0%	2.5	8.5	1.01	4.9	-8.6	12.7	2.3
COc1ccc(-c2ccc(OC)cc2C(=O)O)cc1	1.12	2.0%	4.1	2.7	1.04	1.8	5.1	1.6	5.8
O=c1c2ccccc2oc2nc(C3CCCCC3)n(Cc3ccco3)c(=O)c12	1.14	8.0%	4.5	6.8	0.99	3.0	-0.5	14.1	7.8
CCn1c(C2CC(=O)N(Cc3ccccc3)C2)nc2ccccc21 (stereo unspecified)	1.06	7.0%	-8.3	0.3	1.03	-8.3	-0.5	2.5	0.7
CN(CCNC(=O)C1(O)c2ccccc2NC(=O)N1c1ccccc1)Cc1ccccc1 (stereo unspecified)	1.12	1.0%	5.7	.	1.05	-17.5	-1.6	14.2	.
Cc1ccn2cc(-c3nonc3C)cc2c1	1.5	8.0%	13.9	2.2	0.95	4.1	2.8	11.7	6.5
N#Cc1nc(-c2ccccc2F)oc1NC1CCCCC1	2.11*	2.0%[fluoresces]	5.6	0.4	1.06	16.1	-307.5[fluorescence artefact?]	10.3	4.1
O=C(Nc1nncs1)C1c2ccccc2Oc2ccccc21	1.05	7.0%	9.7	.	1.03	-21.8	-1.4	4.9	.
N#Cc1nc(-c2ccccc2F)oc1NCCc1ccccn1	2.26*	4.0%[fluoresces]	2.4	.	1.1	-5.3	-59.7[fluorescence artefact?]	-8.7	.
COc1ccc(C2(O)CCN(C(=O)Cc3cccnc3)CC2)cc1	1.09	5.0%	0.1	.	1.02	-3.7	-1.9	9.8	.
COc1cc(OC)c(S(=O)(=O)NCc2ccco2)cc1S(=O)(=O)NCc1ccco1	1.05	5.0%	9.7	4.8	1.02	-5.2	0.8	12.4	8.4
CC(C)c1ccc(-c2noc(C3CCCN(C(=O)c4ccc(F)cc4F)C3)n2)cc1 (stereo unspecified)	1.14	6.0%	0.8	-7.2	0.97	67.8*	-4.8	6.6	2.2
Cc1cccc(-n2c(N)cc(=O)[nH]c2=S)c1	1.17	7.0%	7.6	-0.2	1.05	-6.6	0.8	17.2	6.1
COC(=O)C1=C(CN2CCN(C)CC2)NC(=O)NC1c1cc(C)ccc1C (stereo unspecified)	1.07	3.0%	7.7	9.5	1.03	-3.5	5.4	6.8	1.6
Cc1ccc2nc3c(cc(C(=O)NCc4ccccc4)c(=N)n3CCCn3ccnc3)c(=O)n2c1	3.83*	3.0%[fluoresces]	4.0	-9.8	1.06	-3.7	-255.3[fluorescence artefact?]	7.5	2.4
CCCC(O)(CCN1CCOCC1)c1ccc(Br)cc1 (stereo unspecified)	1.14	6.0%	4.0	-2.1	1	5.6	-1.8	-12.4	-3.8

Taken from above.
Value of O=c1c2ccccc2oc2nc(C3CCCCC3)n(Cc3ccco3)c(=O)c12 under PKA kinase inh: 4.5
Value of Cc1ccc2nc3c(cc(C(=O)NCc4ccccc4)c(=N)n3CCCn3ccnc3)c(=O)n2c1 under PKA kinase inh: 4.0

Compound activity from PubChem.
